Screens (PubChem BioAssay)
Bcl-2 Bim block: disrupts Bim peptide binding to human Bcl-2. P10415. Bead-based flow cytometry, Bim peptide-Bcl-2 binding. inhibition, % at 10 µM. 0.06% of 190,000 active; in the data active means inhibition above about 40%; inconclusive means no clear call, values can overlap the other calls;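 further: 0% = no compound wells with probe peptide and 100% = reference peptide inhibitor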
Target sequence (P10415 whole entry, looked up): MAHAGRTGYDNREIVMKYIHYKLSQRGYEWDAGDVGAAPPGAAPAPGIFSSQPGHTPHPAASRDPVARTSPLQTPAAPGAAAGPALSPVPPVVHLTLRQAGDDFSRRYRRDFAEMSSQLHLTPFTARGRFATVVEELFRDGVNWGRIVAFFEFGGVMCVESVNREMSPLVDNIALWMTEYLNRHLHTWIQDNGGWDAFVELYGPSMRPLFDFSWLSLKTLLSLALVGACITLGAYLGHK
RGS4-Gao reg: human RGS4-Galphao interaction regulation | P09471 | Multiplexed bead flow cytometry, RGS4-Galphao binding; actives lie on both sides | binding response (% of control), % at 10 µM | 0.33% of 220,000 active; in the data active means binding response below about 49% or above about 150%; inactive means in between;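 further: fluorescent Galphao activated with aluminum fluoride binding bead-coupled RGS4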
Target sequence (P09471 whole entry, looked up): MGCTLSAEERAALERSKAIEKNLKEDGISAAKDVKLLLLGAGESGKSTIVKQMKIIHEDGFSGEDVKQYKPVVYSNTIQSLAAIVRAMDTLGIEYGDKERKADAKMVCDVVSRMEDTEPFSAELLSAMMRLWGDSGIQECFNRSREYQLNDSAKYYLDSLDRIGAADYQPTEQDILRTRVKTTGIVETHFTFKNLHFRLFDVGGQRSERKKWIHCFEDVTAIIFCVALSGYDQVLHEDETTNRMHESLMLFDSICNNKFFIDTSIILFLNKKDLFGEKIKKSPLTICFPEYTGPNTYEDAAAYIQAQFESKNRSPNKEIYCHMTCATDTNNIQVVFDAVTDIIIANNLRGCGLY
Mcl1 Bid PPI: Mcl-1/Bid interaction inhibition; 0.97% of 220,000 active; AID 1021; inhibition, % at 21.7 µM; Q07820; TR-FRET Mcl-1/Bid-Dy647 peptide binding, 1536-well;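 active means compounds that cut the binding signal by more than half at the single screening dose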;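 further: His-tagged Mcl-1 with europium anti-His antibody binding Bid BH3 peptide; 0% = Mcl-1 plus peptide wells and 100% = peptide-only wells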
RGS7-Gao reg: regulators of human RGS7-Galphao interaction; P09471; Multiplexed bead flow cytometry, RGS7-Galphao binding; actives lie on both sides; binding response (% of control), % at 10 µM; AID 1439; 0.35% of 220,000 active; in the data active means binding response below about 49% or above about 150%; inconclusive means no clear call, values can overlap the other calls; inactive means in between;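 further: fluorescent Galphao held in activated GDP-AlF4 state binding bead-coupled RGS7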
RGS8-Gao: human RGS8-Galphao interaction regulation; multiplexed bead flow cytometry, RGS8-Galphao binding; actives lie on both sides; response (percent of control binding), % at 10 µM; 0.34% of 220,000 active; AID 1423; in the data active means response below about 60% or above about 140%; inactive means in between;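 further: Galphao activated as the GDP aluminium fluoride complex binding bead-coupled RGS8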
Bfl-1 Bim block: inhibitors of Bim-Bfl-1 interaction, human. Q16548. Bead-based flow cytometry, Bim-Bfl-1 binding inhibition. inhibition, % at 10 µM. 0.12% of 190,000 active. AID 1008;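 further: 0% = wells without compound plus tracer and 100% = blocker peptide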
Bim-Bcl-XL: human Bim-Bcl-XL interaction inhibition | Bim peptide-Bcl-XL binding, bead flow cytometry, fluorescence | inhibition, % at 10 µM | 0.04% of 190,000 active | Q07817
Target sequence (Q07817 whole entry, looked up): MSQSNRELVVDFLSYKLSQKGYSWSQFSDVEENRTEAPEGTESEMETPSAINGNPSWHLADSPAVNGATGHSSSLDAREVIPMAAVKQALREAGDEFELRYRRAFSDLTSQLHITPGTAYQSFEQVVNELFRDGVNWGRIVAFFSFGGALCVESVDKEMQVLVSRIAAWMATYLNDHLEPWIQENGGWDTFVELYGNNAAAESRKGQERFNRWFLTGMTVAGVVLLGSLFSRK
Bim-Mcl-1: disrupts Bim peptide binding to human Mcl-1. Q07820. Bead-based flow cytometry, Bim peptide-Mcl-1 binding. inhibition, % at 10 µM. 0.1% of 190,000 active;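 further: 0% = no compound tracer wells and 100% = peptide blocker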
Bim-Bcl-B: inhibitors of Bim-Bcl-B interaction, human | Q9HD36 | bead-based flow cytometry, Bim peptide-Bcl-B binding | inhibition, % at 10 µM | 0.073% of 190,000 active;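 further: 0% = tracer peptide without compound and 100% = reference inhibitor peptide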
Bcl-W Bim block: inhibitors of Bim-Bcl-W interaction, human; bead-based flow cytometry, Bim peptide-Bcl-W binding; inhibition, % at 10 µM; 0.02% of 190,000 active; AID 952;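 further: 0% = bound tracer without compound and 100% = peptide blocker; higher means less fluorescent Bim peptide bound to Bcl-W beads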
Target sequence (Q92843 whole entry, looked up): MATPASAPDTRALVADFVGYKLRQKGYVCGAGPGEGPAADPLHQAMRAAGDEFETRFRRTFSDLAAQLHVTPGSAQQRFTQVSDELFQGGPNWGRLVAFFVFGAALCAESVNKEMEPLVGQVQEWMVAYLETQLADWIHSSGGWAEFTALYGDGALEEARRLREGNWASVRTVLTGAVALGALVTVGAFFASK
Mcl1-Noxa inh: Mcl-1/Noxa interaction inhibition. Q07820. AID 1022. 1.5% of 220,000 active. TR-FRET Mcl-1/Noxa peptide binding, 2 h. inhibition, % at 21.7 µM;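 active means compounds that cut the protein-peptide binding signal by more than 50% relative to plate controls in a single-dose test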;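 further: His-tagged Mcl-1 with rhodamine Noxa BH3 peptide and terbium anti-His antibody; 0% = Mcl-1 plus Noxa peptide wells and 100% = peptide-only wells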
An asterisk follows results filed as active. Unless noted, no stated cut-off is given here; in the data, active means inhibition above about 40%. The order is random; overall some 2.7% were active at least once.

Screening CCN(CC)C(=O)CSC1=C(C#N)C(c2ccco2)C(C(=O)OCCOC)=C(C)N1 (centres undefined) returned Bcl-2 Bim block 0, RGS4-Gao reg 99, Mcl1 Bid PPI -11, RGS7-Gao reg 100, RGS8-Gao 100, Bfl-1 Bim block 0, Bim-Bcl-XL -1, Bim-Mcl-1 -2, Bim-Bcl-B -9, Bcl-W Bim block -1 and Mcl1-Noxa inh 5.
Screening Cc1nnc(SCC(=O)N2c3ccccc3Sc3ccccc32)n1N returned Bcl-2 Bim block -7, RGS4-Gao reg 99, Mcl1 Bid PPI 0, RGS7-Gao reg 100, RGS8-Gao 105, Bfl-1 Bim block -10, Bim-Bcl-XL -3, Bim-Mcl-1 0, Bim-Bcl-B -6, Bcl-W Bim block 2 and Mcl1-Noxa inh 11.
Cc1ccccc1NC(=O)CCC(=O)OCC(=O)c1ccc(-c2ccccc2)cc1 was read as Bcl-2 Bim block -5, RGS4-Gao reg 94, Mcl1 Bid PPI -7, RGS7-Gao reg 98, RGS8-Gao 101, Bfl-1 Bim block -8, Bim-Bcl-XL 1, Bim-Mcl-1 0, Bim-Bcl-B -6, Bcl-W Bim block 1 and Mcl1-Noxa inh -11.
COc1ccc(C)cc1S(=O)(=O)Nc1cc(Cl)ccc1Cl was read as Bcl-2 Bim block -1, RGS4-Gao reg 99, Mcl1 Bid PPI -3, RGS7-Gao reg 98, RGS8-Gao 103, Bfl-1 Bim block 1, Bim-Bcl-XL 1, Bim-Mcl-1 1, Bim-Bcl-B 1, Bcl-W Bim block 2 and Mcl1-Noxa inh 22.
`Cc1cc(NC(=O)c2ccccc2F)nc2c1c(=O)oc1ccccc12` gave Bcl-2 Bim block 0, RGS4-Gao reg 99, Mcl1 Bid PPI 23, RGS7-Gao reg 101, RGS8-Gao 99, Bfl-1 Bim block -1, Bim-Bcl-XL 0, Bim-Mcl-1 3, Bim-Bcl-B -4, Bcl-W Bim block 0 and Mcl1-Noxa inh -40.
`Cc1ccc(C)n1CCN1CCN(CC(=O)Nc2cc(C(F)(F)F)ccc2Cl)CC1` gave Bcl-2 Bim block 0, RGS4-Gao reg 115, Mcl1 Bid PPI -23, RGS7-Gao reg 116, RGS8-Gao 115, Bfl-1 Bim block -1, Bim-Bcl-XL -2, Bim-Mcl-1 -1, Bim-Bcl-B -3, Bcl-W Bim block -5 and Mcl1-Noxa inh 5.
`COc1ccccc1CN1CC(C(=O)N2CCN(c3ccc(F)cc3)CC2)CC1=O` (centres undefined) gave Bcl-2 Bim block -2, RGS4-Gao reg 95, Mcl1 Bid PPI -21, RGS7-Gao reg 93, RGS8-Gao 100, Bfl-1 Bim block -2, Bim-Bcl-XL -1, Bim-Mcl-1 0, Bim-Bcl-B -3, Bcl-W Bim block -4 and Mcl1-Noxa inh 5.
Screening Cc1ccc(NS(=O)(=O)c2ccc(N/N=C/c3ccccc3OCC(=O)O)c([N+](=O)[O-])c2)c(C)c1 returned RGS4-Gao reg 104, Mcl1 Bid PPI 24, RGS7-Gao reg inconclusive, RGS8-Gao 102 and Mcl1-Noxa inh 57*.
`O=C(CNC(=O)c1ccc(F)cc1)N/N=C/c1cc(Br)ccc1OC(=O)/C=C/c1ccco1` gave RGS4-Gao reg 100, Mcl1 Bid PPI -1, RGS7-Gao reg inconclusive, RGS8-Gao 99 and Mcl1-Noxa inh 59*.
`COc1ccc(C2CC(c3ccccc3)=NN2c2ccc(S(N)(=O)=O)cc2)cc1` (centres undefined) gave Bcl-2 Bim block -3, RGS4-Gao reg 105, Mcl1 Bid PPI -6, RGS7-Gao reg 109, RGS8-Gao 103, Bfl-1 Bim block -7, Bim-Bcl-XL -3, Bim-Mcl-1 2, Bim-Bcl-B 0, Bcl-W Bim block 0 and Mcl1-Noxa inh 2.
For O=C(NCC(c1cccs1)N1CCOCC1)c1ccccc1NS(=O)(=O)c1cccc([N+](=O)[O-])c1 (centres undefined) the results were Bcl-2 Bim block -4, RGS4-Gao reg 96, Mcl1 Bid PPI 40, RGS7-Gao reg 99, RGS8-Gao 100, Bfl-1 Bim block 0, Bim-Bcl-XL -5, Bim-Mcl-1 -27, Bim-Bcl-B -3, Bcl-W Bim block -14 and Mcl1-Noxa inh 24.
Screening Cc1ccccc1-n1c(=O)c2ccccc2n2c(=O)[nH]nc12 returned Bcl-2 Bim block 9, RGS4-Gao reg 102, Mcl1 Bid PPI -13, RGS7-Gao reg 101, RGS8-Gao 99, Bfl-1 Bim block 0, Bim-Bcl-XL -1, Bim-Mcl-1 -4, Bim-Bcl-B -6, Bcl-W Bim block -6 and Mcl1-Noxa inh -17.
Screening COc1cc(-c2noc(CCCC(=O)Nc3ccc(C(N)=O)cc3)n2)cc(OC)c1OC returned RGS4-Gao reg 97, Mcl1 Bid PPI -2, RGS7-Gao reg inconclusive, RGS8-Gao 100 and Mcl1-Noxa inh 9.
Screening Cc1cc(/C=N/NC(=O)c2ccccc2F)c(C)n1-c1ccccc1 returned Bcl-2 Bim block -1, RGS4-Gao reg 96, Mcl1 Bid PPI -27, RGS7-Gao reg 98, RGS8-Gao 98, Bfl-1 Bim block -1, Bim-Bcl-XL -1, Bim-Mcl-1 -6, Bim-Bcl-B -5, Bcl-W Bim block 1 and Mcl1-Noxa inh 13.
`CCOC(=O)c1sc2nc(C)nc(N3CCCCC3C)c2c1C` (centres undefined) gave Bcl-2 Bim block -3, RGS4-Gao reg 105, Mcl1 Bid PPI 2, RGS7-Gao reg 100, RGS8-Gao 101, Bfl-1 Bim block -4, Bim-Bcl-XL -1, Bim-Mcl-1 0, Bim-Bcl-B -2, Bcl-W Bim block 0 and Mcl1-Noxa inh -11.
Screening O=C(Nc1cccc(Br)c1)c1ccc(CSc2ccccc2)cc1 returned Bcl-2 Bim block 0, RGS4-Gao reg 97, Mcl1 Bid PPI -10, RGS7-Gao reg 99, RGS8-Gao 100, Bfl-1 Bim block -7, Bim-Bcl-XL -5, Bim-Mcl-1 1, Bim-Bcl-B -4, Bcl-W Bim block 1 and Mcl1-Noxa inh -12.
CC(=O)N1N=C(c2ccccc2)CC1c1ccccc1[N+](=O)[O-] (centres undefined) was read as Bcl-2 Bim block 0, RGS4-Gao reg 98, Mcl1 Bid PPI -27, RGS7-Gao reg 99, RGS8-Gao 97, Bfl-1 Bim block 0, Bim-Bcl-XL -2, Bim-Mcl-1 0, Bim-Bcl-B -3, Bcl-W Bim block -1 and Mcl1-Noxa inh 8.
Screening S=C(Sc1ccc(Cl)cc1)Sc1ccc(Cl)cc1 returned RGS4-Gao reg 101, Mcl1 Bid PPI 4, RGS7-Gao reg inconclusive, RGS8-Gao 99 and Mcl1-Noxa inh 20.
Screening CCOc1cc(C(F)(F)F)cnc1/C(N)=N/O returned RGS4-Gao reg 113, Mcl1 Bid PPI -6, RGS7-Gao reg inconclusive, RGS8-Gao 108 and Mcl1-Noxa inh -8.
Screening CCOc1ccc(-c2nnc3sc(COc4ccc(C)cc4)nn23)cc1 returned Bcl-2 Bim block -12, RGS4-Gao reg 100, Mcl1 Bid PPI -14, RGS7-Gao reg 105, RGS8-Gao 101, Bfl-1 Bim block -9, Bim-Bcl-XL -1, Bim-Mcl-1 -2, Bim-Bcl-B -11 and Bcl-W Bim block 0.
Cc1c(Cl)cnc(NC(=O)COC(=O)CCc2nc3ccccc3s2)c1Cl was read as Bcl-2 Bim block -3, RGS4-Gao reg 94, Mcl1 Bid PPI -25, RGS7-Gao reg 93, RGS8-Gao 95, Bfl-1 Bim block -6, Bim-Bcl-XL -3, Bim-Mcl-1 -2, Bim-Bcl-B -6, Bcl-W Bim block -1 and Mcl1-Noxa inh 14.
For O=C(c1ccc([N+](=O)[O-])cc1)N1CCN(C(=O)c2ccco2)CC1 the results were Bcl-2 Bim block 1, RGS4-Gao reg 101, Mcl1 Bid PPI -14, RGS7-Gao reg 107, RGS8-Gao 100, Bfl-1 Bim block 5, Bim-Bcl-XL 5, Bim-Mcl-1 -3, Bim-Bcl-B 6, Bcl-W Bim block 4 and Mcl1-Noxa inh -9.
`O=C(CN1C(=O)CCC1=O)Nc1cccc(NC(=O)CN2C(=O)CCC2=O)c1` gave Bcl-2 Bim block -1, RGS4-Gao reg 94, Mcl1 Bid PPI -29, RGS7-Gao reg 92, RGS8-Gao 98, Bfl-1 Bim block -5, Bim-Bcl-XL -1, Bim-Mcl-1 0, Bim-Bcl-B -3, Bcl-W Bim block -1 and Mcl1-Noxa inh 5.
For CCOC(=O)C1CCN(C(=O)CN(c2ccc(Oc3ccccc3)cc2)S(C)(=O)=O)CC1 the results were Bcl-2 Bim block -3, RGS4-Gao reg 100, Mcl1 Bid PPI -25, RGS7-Gao reg 102, RGS8-Gao 105, Bfl-1 Bim block -6, Bim-Bcl-XL -2, Bim-Mcl-1 -4, Bim-Bcl-B -4, Bcl-W Bim block -1 and Mcl1-Noxa inh -2.
Screening O=C(NCCCO)c1ccc2[nH]c3ccccc3c2c1 returned Bcl-2 Bim block -2, RGS4-Gao reg 96, Mcl1 Bid PPI 1, RGS7-Gao reg 94, RGS8-Gao 94, Bfl-1 Bim block 1, Bim-Bcl-XL -1, Bim-Mcl-1 1, Bim-Bcl-B 1, Bcl-W Bim block 3 and Mcl1-Noxa inh 12.
For COc1ccc(Cn2nc(-c3ccccc3)c(N3CCCCC3)cc2=O)cc1 the results were Bcl-2 Bim block 3, RGS4-Gao reg 106, Mcl1 Bid PPI -5, RGS7-Gao reg 99, RGS8-Gao 101, Bfl-1 Bim block 3, Bim-Bcl-XL 1, Bim-Mcl-1 6, Bim-Bcl-B 15, Bcl-W Bim block 0 and Mcl1-Noxa inh 13.
`COc1ccc(C(=O)NCC(c2ccc(F)cc2)N2CCOCC2)cc1S(=O)(=O)N1CCCC1` (centres undefined) gave Bcl-2 Bim block -1, RGS4-Gao reg 108, Mcl1 Bid PPI 0, RGS7-Gao reg 107, RGS8-Gao 106, Bfl-1 Bim block -7, Bim-Bcl-XL -2, Bim-Mcl-1 1, Bim-Bcl-B -1, Bcl-W Bim block 7 and Mcl1-Noxa inh 4.
For O=C(Nc1ccc(Cl)cc1)N(C1=NCCC1)c1ccc(OC(F)F)cc1 the results were Bcl-2 Bim block 1, RGS4-Gao reg 101, Mcl1 Bid PPI -1, RGS7-Gao reg 100, RGS8-Gao 102, Bfl-1 Bim block -1, Bim-Bcl-XL -1, Bim-Mcl-1 -1, Bim-Bcl-B 2, Bcl-W Bim block 1 and Mcl1-Noxa inh -4.
O=C(NCc1ccc(Cl)cc1)c1cc(-c2ccco2)on1 was read as Bcl-2 Bim block -11, RGS4-Gao reg 101, Mcl1 Bid PPI -23, RGS7-Gao reg 102, RGS8-Gao 103, Bfl-1 Bim block -22, Bim-Bcl-XL -11, Bim-Mcl-1 -6, Bim-Bcl-B -10, Bcl-W Bim block -2 and Mcl1-Noxa inh -3.
For Cc1ccc(Nc2nnc(-c3ccncc3)s2)c(Br)c1 the results were Bcl-2 Bim block -7, RGS4-Gao reg 103, Mcl1 Bid PPI 13, RGS7-Gao reg 99, RGS8-Gao 102, Bfl-1 Bim block -11, Bim-Bcl-XL -13, Bim-Mcl-1 -7, Bim-Bcl-B -10, Bcl-W Bim block -7 and Mcl1-Noxa inh -1.
